GPR151 ag: activators of human GPR151, primary screen, cell-based, PathHunter beta-arrestin, luminescence | G-protein coupled receptor 151 (Homo sapiens), Q8TDV0 | PathHunter beta-arrestin GPR151 cells | activation, % at 11.2 µM | actives 1% (n = 650,000); in the data active means activation above about 4.9%;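 further: 0% = median of compound wells and 100% = cells with positive control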
Target sequence (Q8TDV0 whole entry, looked up): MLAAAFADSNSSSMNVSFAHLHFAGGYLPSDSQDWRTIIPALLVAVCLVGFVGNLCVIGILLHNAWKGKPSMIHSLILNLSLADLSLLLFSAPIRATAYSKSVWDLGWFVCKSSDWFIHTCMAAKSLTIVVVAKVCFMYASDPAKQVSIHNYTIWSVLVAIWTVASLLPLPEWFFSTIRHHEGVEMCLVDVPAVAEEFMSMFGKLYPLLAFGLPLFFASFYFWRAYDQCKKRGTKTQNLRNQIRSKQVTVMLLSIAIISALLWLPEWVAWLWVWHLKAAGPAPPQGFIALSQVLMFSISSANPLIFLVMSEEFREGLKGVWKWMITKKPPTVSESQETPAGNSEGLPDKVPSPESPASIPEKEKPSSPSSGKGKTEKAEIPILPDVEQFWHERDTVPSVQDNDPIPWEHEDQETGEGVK
TEAD-YAP block: TEAD-YAP interaction inhibition, primary screen, TEAD-YAP interaction inhibitor project, luminescence, HEK-TIYL cells; TEAD-Gal4/YAP UAS-luciferase luminescence; inhibition, % at 9.12 µM; actives 1.4% (n = 640,000); in the data active means inhibition above about 32%;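 further: 0% = median of test compound wells and 100% = reference inhibitor wells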
FBW7 act: FBW7 E3 ligase activators, primary screen, biochemical, AlphaScreen, human | AlphaScreen FBW7–phospho-cyclin E peptide binding, activator screen | F-box/WD repeat-containing protein 7 (Homo sapiens), Q969H0 | normalized activity (activation), % at 26.1 µM | actives 0.13% (n = 650,000) | AID 1259310, 2017; in the data active means normalized activity above about 1.9%;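 further: purified mutant Fbw7 with reduced substrate affinity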
MITF primary: MITF inhibitors, primary screen, biochemical, AlphaScreen, human; actives 0.91% (n = 650,000); AlphaScreen MITF homodimerization, bead proximity signal; inhibition, % at 2.6 µM; Microphthalmia-associated transcription factor (Homo sapiens), O75030; in the data active means inhibition above about 50%;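 further: 0% = vehicle wells with protein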
Target sequence (O75030 whole entry, looked up): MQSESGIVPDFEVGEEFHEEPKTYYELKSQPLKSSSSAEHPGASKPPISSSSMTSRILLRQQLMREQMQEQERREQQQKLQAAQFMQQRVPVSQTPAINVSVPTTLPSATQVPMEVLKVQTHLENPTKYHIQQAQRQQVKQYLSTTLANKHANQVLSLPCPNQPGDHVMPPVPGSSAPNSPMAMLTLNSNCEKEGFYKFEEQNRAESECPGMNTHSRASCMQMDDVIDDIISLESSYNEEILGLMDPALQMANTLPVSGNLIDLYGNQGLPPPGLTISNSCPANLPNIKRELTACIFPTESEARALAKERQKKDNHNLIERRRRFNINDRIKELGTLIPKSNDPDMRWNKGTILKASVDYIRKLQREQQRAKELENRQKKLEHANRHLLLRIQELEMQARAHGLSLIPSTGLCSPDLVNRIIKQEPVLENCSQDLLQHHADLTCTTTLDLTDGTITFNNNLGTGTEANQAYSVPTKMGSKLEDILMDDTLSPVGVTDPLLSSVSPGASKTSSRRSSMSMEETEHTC
The depositor's hits bear a star; / = not tested or not shown. Compounds were not picked by outcome. About 3.4% of those tested had a hit in this group.

SMILES	GPR151 ag	TEAD-YAP block	FBW7 act	MITF primary
COc1ccc(C(=O)C[n+]2ccc3c(c2)ncn3C)cc1	1.2	-5	-0.1	2
CCCNc1nc(Nc2ccc(-n3ccnc3)cc2)ncc1C	0.0	12	-0.1	-1
O=C(ONC1=NCCCCC1)c1ccccc1	0.7	10	-0.1	-2
CCOc1cc(C=O)ccc1OCCCN1C(=O)NC(C)(C)C1=O	1.4	2	0.1	-16
CCCC(=O)NCC(c1ccco1)N1CCc2ccccc21 (stereo not given)	1.8	-10	0.0	7
N#CC1=C(N)SC(N)=C(C#N)C1c1ccc(O)cc1	-1.0	1	-0.7	-10
O=[N+]([O-])c1cccc(C(=Nc2ccccc2Cl)NO)c1	-0.8	1	-0.1	2
c1cc(-c2ccnc(Nc3ccc(-n4ncnn4)cc3)n2)cc(N2CCOCC2)c1	1.2	20	-0.1	15
CCCc1nnc(NC(=O)C(CC(C)C)N2C(=O)c3ccccc3C2=O)s1 (stereo not given)	-1.8	-4	0.5	14
c1csc(-c2nc(SCC3COc4ccccc4O3)n[nH]2)c1 (stereo not given)	-1.2	-10	0.1	12
O=C(Nc1n[nH]c(=S)s1)c1c(F)cccc1Cl	-1.0	-33	-0.2	-3
CCCNC(=S)Nc1ccc(CC(=O)OC)cc1	2.3	-3	-0.2	-18
Cc1ccccc1NC(=O)c1ccc([N+](=O)[O-])cc1	2.1	-6	0.0	-4
O=C(CCSc1nc2ccccc2s1)NC1CCCCC1	1.1	-17	-0.1	9
CC(C)S(=O)(=O)c1nsc2nc(=O)c(C=C3C=CC(=O)C=C3)c(N)n12	-1.3	-15	0.9	8
O=C(N/N=C/c1ccc(O)cc1)c1cccc(NC(=O)c2cccc(Br)c2)c1	-2.9	-26	-0.1	6
Cc1ccc(Cl)cc1N1C(=O)C2C(C1=O)C1(c3ccccc3)C(=O)C2(c2ccccc2)C(c2ccccc2)=C1c1ccccc1 (stereo not given)	0.2	10	0.5	20
Clc1ccc(OCc2nc(-c3ccc(Cl)cc3)no2)cc1	0.1	-5	-0.1	-12
Cc1ccc(C(=O)N2CCCC(C)C2)cc1C (stereo not given)	-1.4	-19	0.0	8
CCNc1cc(NCCNC(=O)c2c(F)cccc2Cl)nc(C)n1	0.0	13	0.6	3
CC(=O)Nc1ccc(Cl)c(-c2nc3cc(C)ccc3o2)c1	1.6	-4	-0.1	0
O=c1c2cc(N3CCCCC3)ccc2nc(SCc2cc(=O)n3cc(Br)ccc3n2)n1Cc1ccccc1	-0.7	4	0.1	8
N#Cc1c2n(c3c(N)ncnc13)CCCCC2	-0.7	7	0.0	-1
Nc1ccccc1C(=O)NCc1ccccc1Cl	2.7	0	0.1	5
CC(=O)NC1=NN(C(C)=O)C(c2ccccc2)S1 (stereo not given)	0.8	7	-0.1	-4

Just FBW7 act and GPR151 ag, for two of the compounds above:
SMILES,FBW7 act,GPR151 ag
N#CC1=C(N)SC(N)=C(C#N)C1c1ccc(O)cc1,-0.7,-1.0
O=[N+]([O-])c1cccc(C(=Nc2ccccc2Cl)NO)c1,-0.1,-0.8

Part of the list above in a different format.
Order of values: GPR151 ag | TEAD-YAP block | FBW7 act | MITF primary
COc1ccc(C(=O)C[n+]2ccc3c(c2)ncn3C)cc1
    1.2 | -5 | -0.1 | 2
Cc1ccccc1NC(=O)c1ccc([N+](=O)[O-])cc1
    2.1 | -6 | 0.0 | -4
N#Cc1c2n(c3c(N)ncnc13)CCCCC2
    -0.7 | 7 | 0.0 | -1
CC(C)S(=O)(=O)c1nsc2nc(=O)c(C=C3C=CC(=O)C=C3)c(N)n12
    -1.3 | -15 | 0.9 | 8

Continued:
SMILES	GPR151 ag	TEAD-YAP block	FBW7 act	MITF primary
COc1ccc(OC)c(NC(=O)c2ccc(S(=O)(=O)N3CCOCC3)cc2)c1	-0.4	16	-0.1	-68
CCCNC(=O)c1ccnc(N2CCN(c3ccccn3)CC2)c1	-0.4	-5	0.6	9
CCCOc1ccc(C2NC(=O)NC(C)=C2C(=O)OCC2CCCO2)cc1OC (stereo not given)	-1.8	-13	0.0	4
O=C(/C=C/c1ccc(F)cc1)c1ccc(N2CCOCC2)cc1	1.0	-13	0.0	2
N#Cc1cc2cc3c(cc2nc1SCC(=O)NC1CC1)OCCO3	-0.8	-3	0.0	2
C/C(CN1C(=O)c2ccccc2S1(=O)=O)=N\Nc1cccc([N+](=O)[O-])c1	2.2	-14	0.0	13
CCOC(=O)c1ccc(N2C(=O)NC(=O)/C(=C/c3ccc(O)c(OCC)c3)C2=O)cc1	-1.0	6	-0.1	30
CC(=O)N1CCc2cc(S(=O)(=O)Nc3cc(C)ccc3C)ccc21	0.8	11	-0.1	5
CS(=O)(=O)NNC(=O)c1cccc([N+](=O)[O-])c1	-0.6	4	0.0	-2
OCC1(CO)CCCC1(CO)CO	-1.5	-17	0.3	16
COc1cccc(CN(C)C(=O)CNC(N)=O)c1OC	-0.8	-1	0.0	-1
O=C(OCc1ccccc1)C1=NNC2C(=O)N(c3ccccc3)C(=O)C12 (stereo not given)	0.7	4	0.0	-1
COCCOC(=O)c1c(C)oc2ccc(OC(=O)c3cccc(OC)c3)cc12	0.2	-19	0.1	-6
CCC(C)NC(=O)CSc1nc2cc3c(cc2c(=O)n1CCCC(=O)NCCc1ccc(OC)c(OC)c1)OCO3 (stereo not given)	-0.9	-1	0.5	2
Cc1ccc(C(=O)c2nn(-c3ccccc3)c3nc4ccccc4nc23)cc1	0.0	6	0.2	8
Cc1cc(C)cc(OCCCCCCNCCO)c1	3.1	-10	0.0	-7
O=C(Nc1ccncc1)OCCc1ccccn1	1.3	-33	-0.1	-5
C=CCN1CCN(C(c2ccc(OCC)cc2)c2nnnn2C(C)(C)CC)CC1 (stereo not given)	1.9	-3	-0.2	2
CCN(CC)CCCNC(=O)Cn1ncc2c(=O)oc3ccccc3c21	0.9	-10	-0.1	-3
O=C(/C=C/c1ccc(Br)cc1)Nc1cccnc1	-3.6	-50	0.2	-4
NC(=O)c1ccc(-c2cc(NC3CCN(Cc4ccccc4)CC3)ncn2)cc1	2.2	2	-0.1	11
CCCCCCOC(=O)C1=C(C)NC(=O)NC1c1ccccc1Br (stereo not given)	-2.3	6	0.1	3
O=C(N/C(=C\c1cccs1)C(=O)N1CCOCC1)c1cccs1	-0.2	4	0.1	13
O=S(=O)(/N=C/c1c(O)ccc2ccccc12)c1ccc(Cl)cc1	-0.2	-1	0.0	4
COc1ccc(NC(=O)Cn2nnc(-c3ccccc3NC(C)=O)n2)cc1	1.7	5	0.1	-8

A run of entries taken from the entries so far, as a working copy:
SMILES	GPR151 ag	TEAD-YAP block	FBW7 act	MITF primary
O=C(/C=C/c1ccc(Br)cc1)Nc1cccnc1	-3.6	-50	0.2	-4
NC(=O)c1ccc(-c2cc(NC3CCN(Cc4ccccc4)CC3)ncn2)cc1	2.2	2	-0.1	11
CCCCCCOC(=O)C1=C(C)NC(=O)NC1c1ccccc1Br (stereo not given)	-2.3	6	0.1	3
O=C(N/C(=C\c1cccs1)C(=O)N1CCOCC1)c1cccs1	-0.2	4	0.1	13
O=S(=O)(/N=C/c1c(O)ccc2ccccc12)c1ccc(Cl)cc1	-0.2	-1	0.0	4
COc1ccc(NC(=O)Cn2nnc(-c3ccccc3NC(C)=O)n2)cc1	1.7	5	0.1	-8

Remaining list, next part.
SMILES	GPR151 ag	TEAD-YAP block	FBW7 act	MITF primary
O=C1/C(=C/c2ccc(-c3ccc(Br)cc3)o2)C=C(c2ccccc2)N1c1ccc(Nc2ccccc2)cc1	0.5	-1	0.0	-7
CC(C)(C)C1=NN(CC(=O)Nc2cnccn2)C(=O)c2cc3ccccc3n2C1	0.2	-2	0.2	6
COC(=O)c1cccc(NC(=O)COc2ccc(C(C)C)c(C)c2)c1	-0.2	-7	1.2	17
COCCNC(=O)c1c[nH]c2ccc(S(=O)(=O)N(C)c3cccc(Cl)c3)cc2c1=O	0.7	16	-0.1	4
Cc1cc(C(=O)NNC(=O)CC(NC(N)=O)c2ccc(Cl)cc2)c(C)o1 (stereo not given)	0.2	15	0.1	2
COc1ccc(N2C(=O)/C(=C/c3ccc(OCc4ccc(C(=O)O)cc4)cc3)NC2=S)cc1	0.2	4	-0.1	0
CN(C)c1ccc(C2C(C#N)=C(N)Oc3c2sc2ccccc32)cc1[N+](=O)[O-] (stereo not given)	-1.4	28	0.0	17
Cc1ccc(S(=O)(=O)Nc2ccc(Nc3ccccc3)cc2)cc1	-0.4	10	0.1	-4
Cc1ccc(C)c(Cn2cc(SCC(=O)N3CCOCC3)c3ccccc32)c1	3.8	0	-0.3	11
O=C(NCc1cccnc1)c1cc2n(n1)C(C(F)(F)F)CC(c1ccc(Cl)c(Cl)c1)N2 (stereo not given)	0.8	22	0.0	4
CCOc1ccc(C(=O)NCCNc2c(Cl)cccc2[N+](=O)[O-])cc1[N+](=O)[O-]	-0.6	-11	0.0	11
CCCCc1ccc(N=Cc2nc(-c3ccc(C)cc3)oc2O)cc1	-0.4	-5	-0.3	4
CC(=O)O/N=C\c1cccn1-c1nccc(-c2cccs2)n1	2.7	1	0.0	4
Cc1ccc(C(=O)N2CCN(C)CC2)c(F)c1F	-0.9	-4	0.1	7
COc1ccccc1NC(=O)CN1C(=O)C2C3C=CC(C3)C2C1=O (stereo not given)	-0.7	-9	0.7	9
CN1C(=O)CCC12CCN(C(=O)CN1CCC(c3ccccc3)CC1)CC2	-0.3	-2	-0.1	1
Cc1ccc(N2C(=O)CSC2c2ccc(Br)cc2)cc1Cl (stereo not given)	-0.1	-1	0.3	9
O=C(NC1CC1)c1ccc(Cn2c(=S)[nH]c3ccsc3c2=O)cc1	0.5	-6	0.0	-12
c1ccc(OCCNc2ccnc(-c3csc4ccccc34)n2)cc1	1.2	-6	0.5	19
CC1CCC2C(=O)N(c3cccc(C(=O)Nc4ccc(F)cc4)c3)C(=O)C2C1 (stereo not given)	-1.0	0	-0.2	-2
CC1(Cc2cccc(F)c2)C(=O)Nc2ccc(-c3cccnc3)cc21 (stereo not given)	4.0	40*	0.4	23
CCOC(=O)C1=C(O)/C(=C\c2cc(C(C)(C)C)c(O)c(C(C)(C)C)c2)SC1=Nc1ccc(C)cc1	-0.5	-9	-0.1	2
CN(CC(=O)Nc1ccccc1F)CC(=O)Nc1ccccc1C(F)(F)F	2.3	0	0.1	7
O=C(CCCCCn1c(=S)[nH]c2cc3c(cc2c1=O)OCO3)NCc1cccnc1	5.9*	-5	-0.1	0
Cc1cc(C(=O)NCC2CCCN(Cc3cnc(C)s3)C2)no1 (stereo not given)	0.5	9	0.3	8
The list goes on.
SMILES	GPR151 ag	TEAD-YAP block	FBW7 act	MITF primary
CCc1c(C)sc2nc(C)nc(SCC(=O)NCc3ccccc3)c12	1.9	-4	-0.1	-21
COc1ccc(C(NS(=O)(=O)c2ccc3ccccc3c2)c2ccccc2)cc1 (stereo not given)	1.2	-3	-0.1	-2
O=C1C(c2ccccn2)=[N+]([O-])c2ccccc21	-0.5	/	-0.2	35
Cc1ccc(CN[C@H]2C[C@H]3C(=O)N[C@@H](C(C)C)C(=O)N3C2)cc1	-0.7	-13	0.1	11
COc1ccc(C2CC(c3cccs3)=NN2C(=O)CSc2nnc(CNC(=O)c3ccccc3F)n2-c2ccc([N+](=O)[O-])cc2)cc1 (stereo not given)	0.2	-1	0.0	9
COc1cc(C(=O)Nc2cc(C(=O)Nc3ccc(F)c(F)c3)ccc2N2CC3CC(C2)c2cccc(=O)n2C3)cc(OC)c1OC (stereo not given)	2.1	2	0.1	10
COc1c(C)cc(Br)cc1C(=O)Nc1ccccc1N1CCOCC1	2.4	2	-0.1	4
O=C1NC(=O)N(c2ccc(F)cc2)C(=O)/C1=C/c1cccn1-c1ccc([N+](=O)[O-])cc1	1.1	8	0.1	6
COCCCn1c(-c2cccc([N+](=O)[O-])c2)nc2c1c(=O)[nH]c(=O)n2Cc1ccccc1	1.6	-10	-0.2	-5
COC(=O)C1=CN(CCc2ccccc2)C=C(C(=O)OC)C1c1ccc(Cl)cc1	-0.5	-3	0.6	-14
O=C(/C=C/c1ccccc1)ONC(=O)c1ccc(Cl)cc1	0.3	-16	-0.1	4
COCCn1c(=NC(=O)c2ccc(N(C)C)cc2)sc2cc([N+](=O)[O-])ccc21	-1.6	1	0.1	17
C=CC[n+]1c(C)csc1Nc1cccc(Br)c1	-0.2	9	0.0	-2
N#C/C(C(N)=O)=c1/s/c(=C\c2cccs2)c(=O)n1Cc1ccc2c(c1)OCO2	-0.3	-11	0.2	10
CCOCc1nnc(NC(=O)c2ccccc2SCCOC)s1	0.6	-13	0.5	10

Taken from above:
For MITF primary, O=C1C(c2ccccn2)=[N+]([O-])c2ccccc21 has the entry 35
For FBW7 act, C=CC[n+]1c(C)csc1Nc1cccc(Br)c1 has the entry 0.0
For MITF primary, COCCCn1c(-c2cccc([N+](=O)[O-])c2)nc2c1c(=O)[nH]c(=O)n2Cc1ccccc1 has the entry -5
For FBW7 act, COc1ccc(C2CC(c3cccs3)=NN2C(=O)CSc2nnc(CNC(=O)c3ccccc3F)n2-c2ccc([N+](=O)[O-])cc2)cc1 (stereo not given) has the entry 0.0
For FBW7 act, COc1c(C)cc(Br)cc1C(=O)Nc1ccccc1N1CCOCC1 has the entry -0.1

Source: PubChem BioAssay
